BRCT PPI green: inhibitors of human BRCA1 BRCT-phosphoprotein interaction (green fluorophore); P38398; BRCA1 BRCT-phosphopeptide binding, green fluorescence polarization; Potency, µM (series often up to 76.9 µM), for inactives: at the top dose activity change, negative = inhibition, actives largely listed as inhibitors; 75,000 compounds, 0.05% hits; AID 875;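 also: potency is read from the fitted curve at half-maximal effect; plate controls were peptide without protein for full effect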
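Fluorescence polarization: His-tagged BRCT (~35 kDa BRCA1 C-terminus, 250 nM) bound to 100 nM fluorescein-labeled phosphorylated 10-aa BACH1 peptide, pH 7.3 phosphate buffer with DTT and Tween 20. Compounds incubated 12 min at room temperature; inhibition read as lowered polarization.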
HADH2 inhib: HADH2 (human) dehydrogenase inhibition. Q99714. recombinant HADH2, NADH fluorescence, beta-hydroxybutyryl-CoA. Potency, µM (series often up to 57.1 µM), inactives show at the top dose activity change, negative = inhibition, hits mostly inhibitors. 73,000 compounds, 3.4% hits; also: potency is read from the fitted curve at half-maximal effect; % is scaled to controls: 0 for no effect and ±100 for the full control effect; nearly all actives have a fitted effect of over 60% in size; many of its hits are not listed in these tables
Target sequence (Q99714 whole entry, looked up, one chain of several): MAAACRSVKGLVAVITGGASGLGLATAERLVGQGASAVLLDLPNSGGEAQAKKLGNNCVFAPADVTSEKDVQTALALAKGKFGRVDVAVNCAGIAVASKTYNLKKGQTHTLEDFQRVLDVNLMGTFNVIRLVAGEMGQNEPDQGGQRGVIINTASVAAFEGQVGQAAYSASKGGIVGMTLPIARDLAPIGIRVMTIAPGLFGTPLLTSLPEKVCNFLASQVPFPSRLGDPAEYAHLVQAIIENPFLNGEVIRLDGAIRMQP
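20 nM HADH2 + cpd, 15 min RT; add 1 mM NAD+/90 uM beta-hydroxybutyryl-CoA; kinetic fluorescence 360/450 nm, 4 min. Tris-HCl pH 9.0, 0.01% Tween-20.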
USP2a inhib: blocks human ubiquitin-specific protease USP2a; USP2a enzymatic assay, qHTS inhibition; AID 927; 60,000 compounds, 0.1% hits; Potency, µM (highest dose often 38.3 µM), for inactives: at the highest dose activity change, negative = inhibition, hits mostly inhibitors;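 also: potency is read from the fitted curve at half-maximal effect; nearly all actives have a fitted effect of over 60% in size; plate controls were DMSO for no effect and NEM full inhibition control for full effect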
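USP2 core (20 nM final) was preincubated with compound for 30 min at RT in 20 mM Tris-HCl pH 8.0, 2 mM CaCl2, 2 mM beta-mercaptoethanol; Ub-PLA2 (20 nM) plus NBD C6-HPC (20 uM) then added, fluorescence read after 2.5 h.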
Hsp90 Hop PPI: changes Hsp90-Hop TPR2A binding signal, up or down. AlphaScreen TPR2A-His6 binding biotin-Hsp90 C-terminal peptide. Potency, µM (doses to about 57 µM), for inactives: at the top dose activity change, negative = inhibition. 71,000 compounds, 0.44% hits; active = well fitted curve in either direction with a large enough effect; inconclusive = small, poorly fitted or top-dose-only effect, or another doubt; also: potency is read from the fitted curve at half-maximal effect; % is scaled to controls: 0 for no effect and ±100 for the full control effect; many of its hits are not listed in these tables
15-hLO inh: inhibitors of human 15-lipoxygenase (ALOX15); 74,000 compounds, 1.4% hits; P16050; Potency, µM (titrated, usually from 57.1 µM), for the others: top-dose activity change, negative = inhibition, most hits filed as inhibitors; purified 15hLO-1, xylenol orange hydroperoxide absorbance; AID 887; also: potency is read from the fitted curve at half-maximal effect; % is scaled to controls: 0 for no effect and ±100 for the full control effect; nearly all actives have a fitted effect of over 55% in size
Target sequence (P16050 whole entry, looked up): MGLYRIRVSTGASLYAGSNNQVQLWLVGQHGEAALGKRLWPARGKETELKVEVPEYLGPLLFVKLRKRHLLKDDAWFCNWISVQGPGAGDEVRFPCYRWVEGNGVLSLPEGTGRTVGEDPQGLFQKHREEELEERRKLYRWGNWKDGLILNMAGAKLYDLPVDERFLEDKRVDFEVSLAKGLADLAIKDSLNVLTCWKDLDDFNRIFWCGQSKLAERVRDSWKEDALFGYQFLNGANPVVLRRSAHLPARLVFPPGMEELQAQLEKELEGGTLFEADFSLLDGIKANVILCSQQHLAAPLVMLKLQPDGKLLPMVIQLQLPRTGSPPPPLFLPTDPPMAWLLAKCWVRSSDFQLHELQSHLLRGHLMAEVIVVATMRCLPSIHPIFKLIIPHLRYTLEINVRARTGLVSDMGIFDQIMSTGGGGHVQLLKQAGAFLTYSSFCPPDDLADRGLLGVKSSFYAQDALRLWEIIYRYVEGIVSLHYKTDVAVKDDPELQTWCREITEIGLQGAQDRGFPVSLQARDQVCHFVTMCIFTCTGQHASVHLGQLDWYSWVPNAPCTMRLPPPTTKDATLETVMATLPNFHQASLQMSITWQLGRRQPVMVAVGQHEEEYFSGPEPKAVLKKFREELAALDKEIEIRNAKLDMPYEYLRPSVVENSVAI
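Quantitative HTS in 25 mM Hepes pH 7.5 containing 0.01% Triton X-100: human 15hLO-1 at 40 nM, arachidonic acid at 50 uM, 6 min turnover. Product quantified via ferrous oxidation/xylenol orange, 573:405 nm absorbance ratio.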
GFP derepression: derepresses silenced GFP locus in mouse C127i cells | 68,000 compounds, 0.09% hits | Potency, µM (doses to about 46.1 µM), for inactives: top-dose GFP derepression (activation) | mouse C127i GFP locus derepression, cytometry, 30 h | AID 597; also: % of control where 0% means no effect
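Read-out is the number of GFP-positive cells, scored as fluorescent objects 20 to 120 um wide, reflecting derepression of a silenced CMV-GFP reporter in murine C127i cells after 30 h compound exposure at 37 C.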
HBB splicing: hemoglobin beta splicing modulation; HBB splicing reporter cell assay, activation; EGFP reporter with mutant IVS2-654 intron; response scale: normalised to 500 nM splice-correcting PNA; Potency, µM (series often up to 46.1 µM), inactives show top-dose activation, hits mostly activators; 65,000 compounds, 0.06% hits; also: potency is read from the fitted curve at half-maximal effect; 0% is about no effect
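HeLa cells stably expressing EGFP interrupted by mutant beta-globin intron 2 (IVS2-654), 500/well in 2% FCS. Treated with compound for 2 days at 37C. Splicing correction scored as total well GFP intensity (488 nm excitation, 500-520 nm emission); 500 nM antisense PNA served as control.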
CRE-bla Fsk: alters forskolin-stimulated CRE reporter signaling in CHO cells. 71,000 compounds, 2.5% hits. CHO CRE-bla reporter (cAMP response element driving beta-lactamase), forskolin EC10, beta-lactamase ratio. AID 662. Potency, µM (titrated, usually from 38.2 µM), for the others: at the top dose activity change, negative = inhibition, actives largely listed as activators; active = well fitted activation curve with a large enough effect in the signal ratio, with a control signal flat, not every such curve was filed as active; inconclusive = small, poorly fitted or top-dose-only effect, or effect the other way, or a change in a side signal; the % refers to the signal ratio; also: potency is read from the fitted curve at half-maximal effect; % of control where 0% means no effect
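Titrated compounds plus EC10 NKH 477 on CHO CRE-bla cells, 3 h, 37 °C. CCF4, 2 h RT. Ratio 460/530 nm → AC50.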
Ub-GFP proteasome: inhibits proteasome, raising ubiquitin-GFP reporter fluorescence. AID 526. Ubiquitin-GFP reporter cells, proteasome inhibition, GFP fluorescence; response scale: untreated = 0%, 10 µM MG-132 = 100%. 67,000 tested, under 10 active. Potency, µM (series often up to 45.9 µM), for inactives: at the highest dose activation (GFP accumulation), actives largely listed as activators; active = well fitted activation curve with a large enough effect, not every such curve was filed as active; inconclusive = small, poorly fitted or top-dose-only effect, or another doubt; inactive = no such curve, though single readings can be large or run the other way; also: potency is read from the fitted curve at half-maximal effect
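Reporter cells (U2OS, ubiquitin-G76V-GFP fusion) are plated overnight, then treated 4 hr at 37 °C with compound titrations from 46 uM down to 2.9 nM. Activity is scaled against untreated cells and 10 uM MG-132.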
Pol III holo inh: inhibitors of bacterial DNA polymerase III holoenzyme. reconstituted DNA polymerase III holoenzyme replication, biochemical. Potency, µM (series often up to 57.1 µM), for the others: at the top dose activity change, negative = inhibition. 71,000 compounds, 0.25% hits; also: potency is read from the fitted curve at half-maximal effect; % is scaled to controls: 0 for no effect and ±100 for the full control effect
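Reconstituted *E. coli* holoenzyme (0.35 nM Pol III, 1 nM beta, 154 nM SSB, 2 nM primase) was preincubated with compound for 15 min at RT. Synthesis on 1.4 nM ssM13Gori ran 35 min, then was stopped with PicoGreen/EDTA and read as dsDNA fluorescence.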
BRCT PPI red: BRCT-phosphoprotein interaction inhibition (red fluorophore); 75,000 compounds, 0.03% hits; Potency, µM (series often up to 76.9 µM), for inactives: at the highest dose activity change, negative = inhibition, hits mostly inhibitors; BRCT-phosphopeptide binding, red fluorescence polarization; also: % is scaled to controls: 0 for no effect and ±100 for the full control effect
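Fluorescence polarization: 100 nM His-tagged BRCA1 BRCT with 100 nM TAMRA-labelled phospho-BACH1 decapeptide, phosphate buffer pH 7.3 with 150 mM NaCl, DTT, 0.01% Tween 20; 12 min RT. Binding inhibition seen as FP decrease.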
* marks the source's active call; other numbers are inactive results; ? = inconclusive; / = not tested or not shown; & = joins results of further samples; [ ] = remark or other dose. Unless noted, calls follow the shape of the dose curve; as a rule, active = well fitted curve in the direction sought with a large enough effect; inconclusive = small, poorly fitted or top-dose-only effect, or another doubt; inactive = no such curve, though single readings can be large; an effect the other way counts as inactive or inconclusive. This is a subset; count on the stated rates, not on these rows.

SMILES | BRCT PPI green | HADH2 inhib | USP2a inhib | Hsp90 Hop PPI | 15-hLO inh | GFP derepression | HBB splicing | CRE-bla Fsk | Ub-GFP proteasome | Pol III holo inh | BRCT PPI red
CC1CCCCN1CC(=O)c1ccc2cc[nH]c2c1 (centres undefined) | 5.3% | ? | / | -23% | -21% | / | 0.9% | ? | 1% | -1% | 0.9%
CCCSc1nc(O)c(CC)c(=O)n1C(C)CC (centres undefined) | 1.7% | 2% | -2% | -4% | 10% | -2% | -2.6% | ? | 3% | -3% | -0.2%
COc1ccc(Cl)cc1NC1=NCC(C)S1 (centres undefined) | -0.2% | -3% | 4% | -8% | -15% | 9% | -1.7% | -2% | 0% | -6% | 0.4%
CC(=O)[O][Hg][c]1ccccc1 | -0.4% | 3.2µM* | -16% | -2% | 0.013µM* | / | -0.8% | ? | / | -3% | -2.0%
CC(C)c1ccc(C(O)(C(=O)O)c2ccc(C(C)C)cc2)cc1 | 1.4%[15.4 µM] | 14%[11.4 µM] | / | -2%[11 µM] | -22%[11.4 µM] | -1%[9.22 µM] | 5.1%[9.22 µM] | 1%[7.6 µM] | -6%[9.17 µM] | -10%[11.4 µM] | 1.8%[15.4 µM]
O=[N+]([O-])c1cc(Cl)c(Cl)c(Cl)c1 | -2.1% | -2% | / | 0% | 6% | / | 0.0% | -19% | / | 6% | -0.4%
CCSC(=O)Cl | -1.8% | -10% | / | 4% | -7% | / | 0.4% | 0% | / | 5% | -2.5%
COC1=C[C@H]2C3=C([C@H]2C1=O)[C@H](NC(C)=O)CCc1cc(OC)c(OC)c(OC)c13 | -0.3%[34.4 µM] | -4%[25.6 µM] | 1%[17.1 µM] | -5%[26 µM] | 5%[25.6 µM] | 0%[20.6 µM] | 2.2%[20.6 µM] | -2%[17.1 µM] | 2%[20.5 µM] | -2%[25.6 µM] | -1.8%[34.4 µM]
O=C(CN1CC(c2ccccc2)CC1=O)NCc1ccc(F)cc1 (centres undefined) | -3.4% | 10% | / | -3%[2.3 µM] | 3% | / | -0.5% | -7% | 3% | -5% | 0.6%
C=COC(C)=O | -2.1% | -1% | / | 0% | -3% | / | 0.4% | -5% | / | -4% | -0.6%
COC(=O)c1ccc(N2C(=O)CC(N3CCC(n4c(=O)[nH]c5ccccc54)CC3)C2=O)cc1 (centres undefined) | -0.7% | -14% | 22% | -4% | 1% | -3% | 0.5% | -8% | -1% | -6% | -1.8%
CC(C)NC(=O)N1CC[C@@]2(CCCNC2)C1 | -0.5% | 13% | -26% | -1% | 7% | 4%[9.22 µM] | 0.7% | -1% | 0% | 3% | -0.4%
c1cncc(C2CC(c3cccs3)n3ncnc3N2)c1 (centres undefined) | -1.9% | 6% | 2% | -2% | 7% | 1% | -2.4% | ? | -2% | -7% | 0.5%
O=P(/C(=N/O)N1CCCCC1)(N1CCOCC1)N1CCOCC1 | -1.6% | 3% | -8% | 0% | 18% | 2% | 0.0%[57.5 µM] | ? | 1% | -4% | -0.2%
COc1ccc(C[C@@H](N)c2ccc(OC)cc2)cc1 | -2.1%[15.4 µM] | -2%[11.4 µM] | / | -3%[11 µM] | 0%[11.4 µM] | -2%[9.22 µM] | 0.5%[9.22 µM] | -6%[7.6 µM] | 3%[9.17 µM] | 5%[11.4 µM] | -0.2%[15.4 µM]
OC[C@H]1CCCN2CCCC[C@@H]12 | / | -4% | / | -7% | / | -7%[9.22 µM] | / | -3% | 2% | -4% | /
O=S1(=O)N(CCN2CC=C(c3c[nH]c4cc(F)ccc34)CC2)c2cccc3c2N1CCC3 | -1.7% | -6% | 13% | ? | ? | -2% | 0.3% | -14% | -3% | -3% | 4.2%
Cc1ccccc1N | -1.3%&-1.9% | 5%&7% | / | -3%&-5% | -29%&-6% | / | -0.1%&-0.1% | -6%&2% | / | -1%&11% | 0.1%&0.1%
CC(C)(O)[C@H]1[C@H]2OC(=O)[C@@H]1[C@]1(O)C[C@H]3O[C@]34C(=O)O[C@H]2[C@]14C (tested in a mixture with another compound) | -2.3% | -13% | 0% | -2% | 11% | -2% | 0.6% | 0% | -7% | -5% | 2.1%
O=[N+]([O-])c1cc(Cl)c(Cl)cc1Cl | -2.7% | 1% | / | -1% | -3% | / | -0.8% | -13% | / | -6% | -0.9%
Cc1cccnc1NC1=NCC(C)S1 (centres undefined) | -0.4% | 3% | -3% | -5% | 40%[activator] | 5% | -0.1% | ? | 1% | -6% | 1.3%
Clc1cccc(CN2CCCCC2c2cccnc2)c1 (centres undefined) | -0.9% | -7% | -5% | 3% | -2% | -2% | -0.9%[9.22 µM] | -3% | -2% | 2% | 1.7%
Oc1c(Cl)cc(Cl)cc1CN1CCN(Cc2ccccc2)CC1 | -3.6% | 2% | -14% | 27% | -29% | -2% | -1.0% | -4% | 26% | 0% | 0.0%
CCOC(=O)C1CCCCC12C(C#N)=C(N)Oc1n[nH]c(C)c12 (centres undefined) | -1.8% | 6% | -6% | 0% | 13% | 4% | 1.4% | -5% | 2% | -1% | 0.0%
CN(C)CP(=O)(Nc1ccccc1)N(C)C (centres undefined) | -2.7% | -8% | -6% | 2% | 10% | 2% | 0.1%[57.5 µM] | 2% | 1% | -1% | 1.5%
CC(=O)N1CC(=O)Nc2ccc(Cl)cc2C1c1ccc(F)cc1 (centres undefined) | -1.0% | 4% | 2% | -1% | 9% | 2% | -0.5% | -8% | 0% | 2% | 0.8%
COc1c(C(C)(C)C)cc([N+](=O)[O-])c(C)c1[N+](=O)[O-] | -0.2% | -10% | / | -3% | -5% | / | -0.6% | -7% | / | 4% | -0.9%
CN(C)c1ccccc1 | 1.1% | -5% | / | 1% | 5% | / | -0.6% | -1% | / | 0% | -3.2%
Cn1c(=O)cc(SCC(=O)N2CCC3(CC2)OCCO3)c2ccc(Cl)cc21 | 1.9% | -3% | 10% | -3% | 3% | 0% | -0.7% | 13% | 1% | 0% | 0.1%
NN=C(N)N | -2.6%[3.08 µM] | 9%&13%&-7% | -6%&1%&-3% | -6%&0%&-6% | -3% | 1%&-1%&0% | -0.2%&1.0% | -11%&-5%&1% | 6%&-2%&-4% | -4%&2%&-6% | 0.3%&-0.2%&1.6%&0.8%
O=[As](O)(O)c1ccc(N=Nc2ccc([As](=O)(O)O)cc2)cc1 | -3.2%[15.4 µM] | -1%[11.4 µM] | / | -4%[11 µM] | 3%[11.4 µM] | -3%[9.22 µM] | 0.0%[9.22 µM] | 4%[7.6 µM] | -5%[9.17 µM] | 14%[11.4 µM] | 0.3%[15.4 µM]
CN(C)C=C1C(=O)N(C2CCCCC2)C(=O)N(C2CCCCC2)C1=O | 0.1% | ? | / | -3% | 38%[activator] | 2% | -0.7%[57.5 µM] | -10% | 12% | -2% | 1.5%
COc1cc2c(cc1O)CCN[C@H]2C | / | ? | / | -2% | / | -5%[9.22 µM] | / | ? | 5% | -1% | /
N=C(N)c1c(O)n(C2CCCCC2)c(=O)n(C2CCCCC2)c1=O | 0.4% | -10% | -12% | 5% | -18% | 4% | 10%[0.369 µM] | ? | -4% | -5% | -3.3%
CSCC[C@@H](N)P(C)(=O)O | -2.4%[15.4 µM] | 10%[11.4 µM] | / | -3%[11 µM] | -1%[11.4 µM] | 7%[9.22 µM] | 3.6%[9.22 µM] | -6%[7.6 µM] | 2%[9.17 µM] | -3%[11.4 µM] | 0.9%[15.4 µM]
O=CN1C[C@H]2C[C@@H](C1)c1cccc(=O)n1C2 | / | -5% | / | 3% | / | 4%[9.22 µM] | / | -17% | -3% | -2% | /
Cc1nc(N)sc1CCN | -2.8% | -8% | / | -2% | -5%[25.6 µM] | 0% | / | -9% | 0% | -7% | 1.3%
CCn1c(O)c(C=NCCc2c[nH]c3ccccc23)c(=O)[nH]c1=O | -3.0% | 5% | 3% | -6% | -2% | 0% | 0.4% | -4% | 0% | -3% | -1.7%
O=C1Nc2ccccc2C2(CCN(CCc3ccc(C(F)(F)F)cc3)CC2)O1 | 0.3% | 10% | / | / | ? | / | 0.2% | / | / | / | -1.3%

Screening results as filed in PubChem BioAssay.
